VHR inh abs: DUSP3 (human) phosphatase inhibition; P51452; recombinant VHR phosphatase, pNPP absorbance; inhibition, % at 13.3 µM; 0.52% of 290,000 active; AID 1654; in the data active = inhibition above about 50%; also: some compounds called inactive have numbers as strong as hits
Target sequence (P51452 whole entry, looked up): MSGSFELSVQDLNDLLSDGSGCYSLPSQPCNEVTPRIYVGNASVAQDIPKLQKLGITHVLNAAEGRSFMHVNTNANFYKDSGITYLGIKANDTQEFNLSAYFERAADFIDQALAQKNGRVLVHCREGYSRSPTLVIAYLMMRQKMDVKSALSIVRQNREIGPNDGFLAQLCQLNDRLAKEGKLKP
PfHsp40 yeast: compounds rescuing yeast from Plasmodium falciparum HSP40 toxicity; S. cerevisiae expressing PfHsp40, growth rescue, ATP luminescence; growth rescue, % at 12.5 µM; 0.68% of 340,000 active; in the data active = growth rescue above about 28%, passing the limit was not always enough; inconclusive = no clear call, values can overlap the other calls;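 also: yeast W303a lacking pdr1 and pdr3 grown in galactose medium; growth measured after three days at 30 °C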
BoNT A protease: blocks Botulinum neurotoxin A light chain protease; multiplex microsphere protease substrate cleavage, flow cytometry; inhibition, % at 10 µM; 0.17% of 360,000 active; AID 588499; also: plate controls were buffer without enzyme for full effect and enzyme alone for no effect
TcdB inh: inhibitors of Clostridioides difficile toxin B glycohydrolase. P18177. TcdB glycohydrolase enzymatic assay, plate reader. inhibition, % at 9.99 µM. 0.24% of 350,000 active. AID 652162; in the data active = inhibition above about 10%
Y pestis TopoI: inhibitors of Yersinia pestis topoisomerase I; Y. pestis Topo-I cleavage product accumulation, plate reader; activity, % at 10 µM; 0.064% of 360,000 active; AID 504884; in the data active = activity above about 50%, passing the limit was not always enough; inconclusive = no clear call, values can overlap the other calls; also: inactives centre near 2
3CLpro inhibitor: SARS-CoV 3CLpro protease inhibition; P0C6X7; recombinant SARS-CoV 3CLpro, quenched FRET peptide cleavage; inhibition, % at 6 µM; 0.14% of 290,000 active; AID 1706; in the data active = inhibition above about 12%
SSB-PriA inh: blocks PriA binding to SSB C-terminal tail. AlphaScreen SSBct-PriA binding, biotinylated peptide. inhibition, % at 33 µM. 0.6% of 430,000 active. AID 1272365; in the data active = inhibition mostly above about 37%, no sharp cut-off; inactive = mostly below about 20%;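 also: plate controls were negative control peptide for no effect and reference peptide for full effect; strong numbers were not always called active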
CCHFV vOTU inh: blocks the CCHF virus ovarian tumor domain protease. CCHFV vOTU protease, Pep-AMC fluorescence. inhibition, % at 11.5 µM. 0.55% of 370,000 active. AID 651958; in the data active = inhibition above about 30%; also: 0% = vehicle wells with enzyme and 100% = no enzyme wells
Anthrax LF prot: blocks Bacillus anthracis lethal factor protease; P15917; AID 588501; 0.12% of 360,000 active; multiplex microsphere protease cleavage assay, LF; inhibition, % at 10 µM; also: plate controls were buffer without enzyme for full effect and enzyme alone for no effect
Target sequence (P15917 whole entry, looked up): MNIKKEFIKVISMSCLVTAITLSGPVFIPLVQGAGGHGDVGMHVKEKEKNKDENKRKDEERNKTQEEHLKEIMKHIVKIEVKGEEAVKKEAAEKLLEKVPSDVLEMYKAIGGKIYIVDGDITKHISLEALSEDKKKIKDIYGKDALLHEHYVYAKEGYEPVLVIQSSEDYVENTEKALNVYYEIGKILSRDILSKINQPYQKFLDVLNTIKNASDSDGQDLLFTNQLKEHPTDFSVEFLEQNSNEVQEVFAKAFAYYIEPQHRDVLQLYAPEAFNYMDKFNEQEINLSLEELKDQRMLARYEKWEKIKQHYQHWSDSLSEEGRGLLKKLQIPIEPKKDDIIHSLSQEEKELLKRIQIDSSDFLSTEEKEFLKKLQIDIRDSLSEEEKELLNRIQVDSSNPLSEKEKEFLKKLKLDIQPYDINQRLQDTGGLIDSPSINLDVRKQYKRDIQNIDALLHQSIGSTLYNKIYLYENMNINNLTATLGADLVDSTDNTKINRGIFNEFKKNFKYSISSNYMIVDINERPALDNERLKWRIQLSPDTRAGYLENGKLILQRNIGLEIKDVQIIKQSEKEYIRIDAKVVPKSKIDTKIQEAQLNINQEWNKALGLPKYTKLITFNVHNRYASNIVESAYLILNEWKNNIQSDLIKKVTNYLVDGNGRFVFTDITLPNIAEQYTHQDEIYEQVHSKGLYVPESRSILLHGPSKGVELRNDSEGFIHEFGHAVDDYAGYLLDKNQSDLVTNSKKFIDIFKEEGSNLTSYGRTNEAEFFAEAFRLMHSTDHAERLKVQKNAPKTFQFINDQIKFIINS
Vc quorum ag: inducers of Vibrio cholerae quorum light production without autoinducers | V. cholerae BH1578 lux reporter, luminescence, 6 h | activation, % at 18.7 µM | 0.16% of 350,000 active; in the data active = activation mostly above about 9.7%, no sharp cut-off; inconclusive = no clear call, values can overlap the other calls; inactive = mostly below about 3.7%; also: not every result past the cut was called active; inactives centre near 0; reference of the scale not given here
Numbers without * were called inactive; i = inactive; ? = inconclusive; / = not tested or not shown. Rule as the data show it, unless noted: active = inhibition above about 30%; inconclusive = no clear call, values can overlap the other calls; inactive = below that. Only part of the results is shown. The share of hits here may be higher or lower than overall.

Start of the data: the first two compounds as a preview:
SMILES	VHR inh abs	PfHsp40 yeast	BoNT A protease	TcdB inh	Y pestis TopoI	3CLpro inhibitor	SSB-PriA inh	CCHFV vOTU inh	Anthrax LF prot	Vc quorum ag
CCOC(=O)Cn1nnnc1C(CC)N(Cc1cc2ccc(C)cc2[nH]c1=O)C1CCCC1 (stereo unspecified)	12	0.1	0.4	/	31	-2	-11	2	4	-0.8
Cc1cccc(NC(=S)N(C)C2CCCCC2)c1	26	1.5	-0.7	0.5	5	1	-5	4	-4	-0.4

The list itself (from the top)
SMILES	VHR inh abs	PfHsp40 yeast	BoNT A protease	TcdB inh	Y pestis TopoI	3CLpro inhibitor	SSB-PriA inh	CCHFV vOTU inh	Anthrax LF prot	Vc quorum ag
CCOC(=O)Cn1nnnc1C(CC)N(Cc1cc2ccc(C)cc2[nH]c1=O)C1CCCC1 (stereo unspecified)	12	0.1	0.4	/	31	-2	-11	2	4	-0.8
Cc1cccc(NC(=S)N(C)C2CCCCC2)c1	26	1.5	-0.7	0.5	5	1	-5	4	-4	-0.4
Cc1cccc(COCC(Cc2ccccc2)N2CCN(C(=O)c3cc(Cl)cc(Cl)c3)CCC2=O)c1 (stereo unspecified)	-3	2.9	-0.7	/	7	2	-6	/	-10	i
CC1CCN(C(=O)COC(=O)c2ccccc2NC(=O)c2ccco2)CC1	13	0.5	-0.2	-0.4	16	-3	-5	-3	0	-0.2
Cc1cc(C)c(C(N)=O)c(Nc2ccc(F)cc2)n1	10	1.3	-1.8	0.9	2	3	-8	-13	-5	-0.4
CN(CCCC(=O)N1CCCC(C(N)=O)C1)S(=O)(=O)c1ccc(F)cc1 (stereo unspecified)	-3	-0.2	-4.8	0.9	0	-7	-6	15	10	-0.8
COc1cc(C(=O)N[C@H](C(=O)OCC(=O)NC2CCCCCC2)C(C)C)cc(OC)c1OC	/	0.4	-5.7	-0.5	-2	/	9	1	-1	0.3
CC(=O)c1c(C)[nH]c(C(=O)NCc2ccc(Cl)cc2)c1C	/	/	0.1	0.9	3	/	/	-4	3	-0.5
CCc1ccc(NC(=O)C(=O)NCC2CCCN2S(=O)(=O)c2cccs2)cc1 (stereo unspecified)	/	1.2	-13	3.2	23	/	2	0	0	i
CC(C)CCNC(=O)C1CCCN(S(=O)(=O)c2ccc3c(c2)CC(C)N3C(=O)C2CC2)C1 (stereo unspecified)	28	0.6	/	0.4	16	-3	-3	3	/	i

Quoted at random: seven records from the list.
SMILES	VHR inh abs	PfHsp40 yeast	BoNT A protease	TcdB inh	Y pestis TopoI	3CLpro inhibitor	SSB-PriA inh	CCHFV vOTU inh	Anthrax LF prot	Vc quorum ag
CCOC(=O)Cn1nnnc1C(CC)N(Cc1cc2ccc(C)cc2[nH]c1=O)C1CCCC1 (stereo unspecified)	12	0.1	0.4	/	31	-2	-11	2	4	-0.8
CC(=O)c1c(C)[nH]c(C(=O)NCc2ccc(Cl)cc2)c1C	/	/	0.1	0.9	3	/	/	-4	3	-0.5
Cc1cccc(COCC(Cc2ccccc2)N2CCN(C(=O)c3cc(Cl)cc(Cl)c3)CCC2=O)c1 (stereo unspecified)	-3	2.9	-0.7	/	7	2	-6	/	-10	i
CC(C)CCNC(=O)C1CCCN(S(=O)(=O)c2ccc3c(c2)CC(C)N3C(=O)C2CC2)C1 (stereo unspecified)	28	0.6	/	0.4	16	-3	-3	3	/	i
Cc1cccc(NC(=S)N(C)C2CCCCC2)c1	26	1.5	-0.7	0.5	5	1	-5	4	-4	-0.4
CCc1ccc(NC(=O)C(=O)NCC2CCCN2S(=O)(=O)c2cccs2)cc1 (stereo unspecified)	/	1.2	-13	3.2	23	/	2	0	0	i
COc1cc(C(=O)N[C@H](C(=O)OCC(=O)NC2CCCCCC2)C(C)C)cc(OC)c1OC	/	0.4	-5.7	-0.5	-2	/	9	1	-1	0.3

Continued.
SMILES	VHR inh abs	PfHsp40 yeast	BoNT A protease	TcdB inh	Y pestis TopoI	3CLpro inhibitor	SSB-PriA inh	CCHFV vOTU inh	Anthrax LF prot	Vc quorum ag
COc1ccccc1N(CC(=O)NCc1ccc(F)cc1)C(=O)CCC(=O)Nc1ccccn1	15	-0.6	0.0	1.3	21	2	1	8	2	i
CCOc1ccccc1NC(=O)CCN1CCN(S(=O)(=O)c2ccc(OC)cc2)CC1	14	1.5	0.3	/	13	2	-16	4	2	-3.6
CCc1ccccc1N1C(=O)CC(=O)NC1=O	32	1.5	-0.2	0.4	6	5	-8	-12	-2	-0.3
C/C(=N\NC(=O)Cc1ccc(Cl)cc1)c1cccc(NC(=O)c2cccnc2)c1	-6	-0.6	0.6	0.5	7	4	/	11	-2	i
Cc1ccc2cc(CCNC(=O)CC(C)(C)C)c(=O)[nH]c2c1C	16	-0.6	0.0	0.8	0	2	-1	8	-6	-0.2
O=C(NC(=S)Nc1ccc(Br)cn1)c1cccnc1	-11	-1.2	-0.1	0.9	1	1	-18	7	0	-0.7
O=C(NCCNc1ccc(Cl)cc1[N+](=O)[O-])c1ccccc1F	9	2.8	-3.0	1.7	0	8	-13	-4	-8	-0.5
O=C(Cn1c(=O)oc2cc(S(=O)(=O)N3CCCC3)ccc21)NCc1ccccn1	2	0.2	-0.4	2.8	0	-4	-9	-5	-5	-0.3
CCOc1ccc(C(CCc2ccccc2)NC(=O)c2ccccc2)cc1OCC (stereo unspecified)	23	0.6	?	/	-6	6	-22	-14	2	-2.4
CCOC(=O)[C@]12CCC=C1N(Cc1ccc3c(c1)OCO3)C(=O)[C@H](CC(=O)NCC1CCCCC1)C2	/	/	0.1	1.0	/	/	/	24	-6	/
Cc1nc(C)c(C(=O)Nc2ccccc2-c2ccccc2)o1	19	-0.4	-0.3	/	-5	2	0	-5	-1	-0.4
CC1CC(C)CN(c2nc(NCc3ccco3)nc(N)c2[N+](=O)[O-])C1 (stereo unspecified)	-4	1.5	-0.6	/	31	1	11	-17	-2	-0.2
CCOCCCNC(=O)c1ccc(/C=C2\Oc3ccccc3N(C)C2=O)cc1	/	0.4	0.4	0.1	-2	-2	-15	-4	-4	i
Cn1cc(CC(=O)NCCCN2CCOCC2)c2ccccc21	8	-1.0	-0.3	-0.1	-1	-4	-22	-7	2	-0.3
COc1ccc(OC)c(-c2nnc(-c3ccc(C)o3)o2)c1	0	-0.4	-0.7	/	7	1	-2	-58	-6	1.2
Cc1c(OC(C)C(=O)O)ccc2c3c(c(=O)oc12)CCCC3 (stereo unspecified)	/	-2.0	-4.0	1.4	1	0	2	-56	-8	0.1
CCN(CC)C(=O)c1cc2c(=O)c3cc(F)ccc3oc2nc1C	31	-0.3	0.4	0.2	-10	2	-2	-5	-1	-0.1
CCN(CC)C(=O)C1CCCN(C(=O)c2oc3ccc(C)cc3c2C)C1 (stereo unspecified)	-19	1.1	-0.6	-8.8	20	-3	0	18	4	0.0
CC(C)(C)c1cc2cccnc2n1Cc1cccc(Cl)c1	-4	-0.8	?	/	-2	-5	-4	2	-22	i
COC(=O)c1sccc1NC(=O)c1ccc(C)s1	0	-0.5	-1.1	/	-9	-3	-17	6	-15	6.7

Individual results from the results shown:
`CC1CC(C)CN(c2nc(NCc3ccco3)nc(N)c2[N+](=O)[O-])C1` (stereo unspecified) in PfHsp40 yeast: 1.5
`CCN(CC)C(=O)C1CCCN(C(=O)c2oc3ccc(C)cc3c2C)C1` (stereo unspecified) in Vc quorum ag: 0.0

(continued)
SMILES	VHR inh abs	PfHsp40 yeast	BoNT A protease	TcdB inh	Y pestis TopoI	3CLpro inhibitor	SSB-PriA inh	CCHFV vOTU inh	Anthrax LF prot	Vc quorum ag
CCOC(=O)C1(C)CCN1C(=O)c1cc(F)cc(F)c1 (stereo unspecified)	/	/	-0.1	0.4	5	/	/	-6	-2	-0.2
CCn1cc(C(=O)NC(=S)Nc2ccccc2Br)cn1	10	0.4	1.4	0.9	-1	1	-16	7	-4	-3.2
CCOC(=O)C1(C)CCCN(C(=O)c2ccc(OC)cc2OC)C1 (stereo unspecified)	/	/	0.0	-0.3	-4	/	/	10	0	i
COc1ccc2c(COC(=O)CC3Sc4ccccc4NC3=O)cc(=O)oc2c1 (stereo unspecified)	-8	14	-0.1	0.4	22	-2	-2	-14	0	i
COc1ccc(C2c3c(nc[nH]c3=O)Oc3nc[nH]c(=O)c32)cc1	-15	0.0	-0.1	/	6	2	/	/	13	0.5
COc1cccc(-n2c(Cc3cc(=O)[nH]c(=O)[nH]3)nnc2SCC(=O)NC2CCCCC2)c1	5	1.5	-0.7	0.4	4	2	-14	10	4	-0.4
CCOC(=O)CSc1nnc(-c2ccco2)n1-c1ccccc1	0	-1.5	-0.6	-2.2	-1	-2	-2	-2	-1	-0.7
O=C(NCCc1nnc2ccc(NCCCN3CCOCC3)nn12)c1ccccc1F	10	-1.5	0.2	1.0	4	-6	4	3	-3	-0.4
Cc1ccc(NC(=O)c2ccc(CSc3nnc(-c4ccncc4)n3C)cc2)cc1	6	-0.6	-0.1	/	6	2	-6	8	-2	i
CCCCC(=O)Nc1ccnc(-c2cccnc2)n1	33	1.2	-2.3	/	-6	0	-22	0	-4	-0.4
Cc1nc(C(=O)NCCC(C)C)sc1C1(C)CC(c2cccc([N+](=O)[O-])c2)=NO1 (stereo unspecified)	-1	1.8	0.1	-0.1	5	/	-5	2	4	i
COc1ccc(/C=N\NC(=O)c2ccccc2Br)cc1COc1ccc(F)cc1	10	2.4	-0.7	0.5	1	3	/	0	-3	-1.4
Cc1cc(C(=O)NNC(=O)c2cccc([N+](=O)[O-])c2)n[nH]1	/	-1.0	-0.5	-0.6	-2	/	5	-4	1	-3.3
CSc1ccccc1NC(=O)Nc1cccc(Cl)c1C	11	-0.6	0.2	0.4	-5	-8	-9	-2	2	-0.3
Cc1cccc(NC(=O)CN(CC2CCCO2)C(=O)c2oc3ccccc3c2C)c1C (stereo unspecified)	/	-0.2	-1.6	2.1	30	/	14	13	-5	i
O=C(CSc1nnc(-c2ccc(Br)o2)n1Cc1ccccc1)c1ccccc1F	2	-0.1	1.9	/	-3	-3	-2	-10	-1	-0.3
CCOC(=O)c1cnc(N2CC2)nc1N	/	-0.4	0.2	0.0	-1	/	-11	-4	5	i
COCCNc1nc2cc(-c3ccccc3)sc2c(=O)n1C	/	/	0.0	-6.2	13	/	/	24	-1	-0.7
CCOc1ccccc1-c1cc(C(=O)N/N=C(\C)c2cccnc2)c2ccccc2n1	1	1.1	1.2	3.1	13	-4	/	12	-2	i
COc1cc(S(N)(=O)=O)c(OC)cc1N	20	-0.9	0.3	0.6	6	-3	-7	-10	3	-0.6
Clc1cccc(Cl)c1OCCCCN1CCCCC1	6	0.2	-1.3	2.7	7	2	0	-10	-8	-0.3
Oc1[nH]c2ccccc2c1C1=NCCCCC1	22	0.1	-0.9	2.2	8	4	2	9	-2	-0.3
COCCn1c(=O)[nH]c2cc(C(=O)NCc3cccnc3)ccc2c1=O	-9	-0.7	0.3	/	-12	-1	-8	-4	2	i
Cc1ccc(C(C)C)c(OCC(=O)N2CCN(c3ncccn3)CC2)c1	/	0.5	2.6	1.5	32	/	5	13	-6	-0.3
C=CC(O)Cc1c(C)n[nH]c1C (stereo unspecified)	22	-0.5	0.0	0.5	8	-3	-6	-6	-2	i
O=C(CSc1ccccc1)NCCCN1CCOCC1	12	0.0	-0.2	/	0	3	2	4	0	i
